ERG-DNA inh = blocks human ERG Ets domain binding to DNA | P11308 | fluorescence polarization, His-ERG Ets domain / labelled DNA | Potency, µM (doses to about 76.9 µM), for inactives: at the top dose FP activity, negative = inhibition, actives largely listed as inhibitors | 370,000 compounds, 0.028% hits; active = well fitted inhibition curve with a large enough effect in the polarisation, with a control signal flat; inconclusive = small, poorly fitted or top-dose-only effect, or effect the other way, or a change in a side signal; inactive = no such curve, though single readings can be large or run the other way; the % refers to the polarisation;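 note: polarization taken with two DNA probes labelled with fluorescein and Texas red; % of control where 0% means no effect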
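His-tagged ERG Ets domain (1 uM in the protein solution; 300mM KCl, 50mM Tris-HCl, 1mM EDTA, 1mM DTT, pH 7.5) received compound, then a probe mix of 5 nM fluorescein-DNA and 100nM Texas-615-DNA. Fluorescence polarization was read for both dyes.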
GLS inhibitor = blocks human kidney-isoform glutaminase activity. O94925. GLS enzymatic activity, qHTS titration. Potency, µM (series often up to 45.5 µM), for inactives: at the top dose activity change, negative = inhibition, usual class: inhibitors. 410,000 compounds, 0.21% hits; note: % is set by controls: 0 for no effect and ±100 for the full control effect
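Human kidney-isoform GLS in 45 mM KH2PO4 pH 8.2, 0.02% Tween-20, with compound, started with 1mM L-Glutamine (added stock). Glutamate oxidase/HRP/Amplex red coupled fluorescence read at start and after 30 min at RT.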
TrxR1 inh = inhibitors of rat thioredoxin reductase 1; recombinant rTrxR1, NADPH fluorescence consumption, selenite substrate; O89049; 390,000 compounds, 1% hits; Potency, µM (titrated, usually from 114 µM), inactives show top-dose activity change, negative = inhibition, most hits filed as inhibitors; note: % is set by controls: 0 for no effect and ±100 for the full control effect; nearly all actives have a fitted effect of over 65% in size
Target sequence (O89049 whole entry, looked up): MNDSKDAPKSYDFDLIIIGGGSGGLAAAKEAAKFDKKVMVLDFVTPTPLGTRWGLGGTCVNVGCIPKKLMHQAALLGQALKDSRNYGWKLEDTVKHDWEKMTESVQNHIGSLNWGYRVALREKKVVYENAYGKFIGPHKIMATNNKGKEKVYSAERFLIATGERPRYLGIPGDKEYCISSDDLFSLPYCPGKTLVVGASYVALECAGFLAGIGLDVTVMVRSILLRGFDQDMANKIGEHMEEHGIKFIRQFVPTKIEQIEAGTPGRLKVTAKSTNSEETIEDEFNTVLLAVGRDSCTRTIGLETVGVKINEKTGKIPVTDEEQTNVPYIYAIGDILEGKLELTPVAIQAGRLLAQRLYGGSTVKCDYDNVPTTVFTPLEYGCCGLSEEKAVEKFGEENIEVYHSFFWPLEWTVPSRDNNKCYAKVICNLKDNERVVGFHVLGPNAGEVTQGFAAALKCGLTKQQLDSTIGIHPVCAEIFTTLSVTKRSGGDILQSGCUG
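Rat TrxR1 (90 nM in the dispensed reagent) was pre-reduced with 400 uM NADPH for 5 min at room temperature, then incubated with compound for 15 min. After 400 uM selenite was added, NADPH fluorescence (Ex 340/Em 450 nm) was followed for 8 min.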
Pin1 inh = inhibitors of human Pin1 | Potency, µM (series often up to 115 µM), inactives show at the highest dose activity, negative = inhibition, most hits filed as inhibitors | 390,000 compounds, 0.009% hits | Q13526 | Pin1 FP peptide displacement, HiFluor488, 10 min; active = well fitted inhibition curve with a large enough effect in the polarisation, with a control signal flat, not every such curve was filed as active; inconclusive = small, poorly fitted or top-dose-only effect, or effect the other way, or a change in a side signal; inactive = no such curve, though single readings can be large or run the other way; the % refers to the polarisation; note: % is set by controls: 0 for no effect and ±100 for the full control effect
RGS4 inhibitor = inhibitors of human regulator of G protein signaling 4; Potency, µM (titrated, usually from 114 µM), for the others: top-dose activity change, negative = inhibition, most hits filed as inhibitors; P49798; 390,000 compounds, 0.039% hits; Transcreener GDP fluorescence polarization, RGS4-accelerated GTP hydrolysis; note: % is set by controls: 0 for no effect and ±100 for the full control effect; nearly all actives have a fitted effect of over 75% in size; some results filed as inactive show a strong effect at the top dose
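MLSMR compounds (23 nl, pin-transferred) preincubated 10 min at room temperature with a 500nM (2x) first reagent, then RGS4 at 900nM (2x) plus Transcreener GDP mix added; fluorescence polarization (620/688 nm) read before and after 90 min at 30 °C.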
PGK inhibitor = T. brucei PGK inhibition; P07378; PGK/GAPDH coupled, Kinase-Glo luminescence, 60 min; Potency, µM (series often up to 57.5 µM), for inactives: top-dose activity change, negative = inhibition, usual class: inhibitors; 380,000 compounds, 0.043% hits; AID 602233; note: % is set by controls: 0 for no effect and ±100 for the full control effect; nearly all actives have a fitted effect of over 60% in size
Target sequence (P07378 whole entry, looked up): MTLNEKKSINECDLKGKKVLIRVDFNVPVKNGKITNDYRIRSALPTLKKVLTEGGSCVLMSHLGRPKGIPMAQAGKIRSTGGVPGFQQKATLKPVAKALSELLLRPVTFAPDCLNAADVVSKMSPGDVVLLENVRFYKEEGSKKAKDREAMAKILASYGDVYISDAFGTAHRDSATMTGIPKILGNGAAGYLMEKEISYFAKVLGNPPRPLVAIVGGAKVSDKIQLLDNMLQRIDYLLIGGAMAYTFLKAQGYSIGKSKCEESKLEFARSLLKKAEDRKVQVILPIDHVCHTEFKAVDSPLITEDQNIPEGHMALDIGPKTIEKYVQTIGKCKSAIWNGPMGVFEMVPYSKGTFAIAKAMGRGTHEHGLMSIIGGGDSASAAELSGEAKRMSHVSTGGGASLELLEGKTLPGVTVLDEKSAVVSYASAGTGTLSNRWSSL
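Luminescent ATP detection (Kinase-Glo Plus) follows a 60-minute room-temperature incubation, with wells lacking PGK as controls. Buffer: 100 mM TEA (pH 7.6), 5 mM MgCl2, 0.01% Tween-20. Coupling enzyme GAPDH (100 nM final) supplies unstable 1,3-BPG in-well.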
HP1b chromo inh = inhibitors of HP1-beta chromodomain binding to methylated histone tails; AlphaScreen HP1-beta / biotin-H3K9me3 peptide binding; Potency, µM (series often up to 114 µM), inactives show top-dose activity change, negative = inhibition, usual class: inhibitors; 390,000 compounds, 0.56% hits; note: nearly all actives have a fitted effect of over 70% in size; inactives centre near 23
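Compound inhibition of the preformed complex between 50 nM HP1-beta and 50 nM biotinylated H3K9me3 peptide was read by AlphaScreen. Buffer was PBS pH 7.4 with 0.01% Tween-20. Incubations ran 30 min at room temperature, with 10 ug/mL donor/acceptor beads.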
12-LOX inh = inhibitors of human 12S-lipoxygenase ALOX12; purified 12hLO, xylenol orange hydroperoxide absorbance; P18054; 580,000 compounds, 1.1% hits; Potency, µM (series often up to 108 µM), for inactives: at the highest dose activity change, negative = inhibition, most hits filed as inhibitors; note: % is set by controls: 0 for no effect and ±100 for the full control effect
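Purified human 12hLO at 150 nM in 25 mM Hepes, 0.01% Triton X-100, pH 7.0, preincubated 15 min at room temperature with compound. Reaction started with 40 uM arachidonic acid, 30 min at room temperature. Hydroperoxide measured by Fe-xylenol orange, 573/405 nm absorbance ratio.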
JMJD2A Tudor inh = inhibitors of human JMJD2A Tudor domain. O75164. AlphaScreen JMJD2A-Tudor / H3K4me3 peptide binding. Potency, µM (series often up to 114 µM), for the others: top-dose activity change, negative = inhibition, hits mostly inhibitors. 390,000 compounds, 4.4% hits. AID 504339; note: % is set by controls: 0 for no effect and ±100 for the full control effect; nearly all actives have a fitted effect of over 50% in size
An asterisk follows results filed as active; i = inactive; ? = inconclusive; . = no result given; & = joins results of further samples; [ ] = remark or other dose. Unless noted, calls come from the whole dose curve; as a rule, active = well fitted curve in the direction sought with a large enough effect; inconclusive = small, poorly fitted or top-dose-only effect, or another doubt; inactive = no such curve, though single readings can be large; an effect the other way counts as inactive or inconclusive. Potency is the fitted concentration of half-maximal effect. A portion of the library, so the mix of outcomes need not match the whole.

Second line of a record: GLS inhibitor	HP1b chromo inh	ERG-DNA inh	PGK inhibitor	RGS4 inhibitor	Pin1 inh	TrxR1 inh	12-LOX inh	JMJD2A Tudor inh
O=C(c1cc2ccc3cccnc3c2[nH]1)N1CCN(c2ccccc2)CC1
 : 6%	-14%	4%	-9%	-5%	16%	17%	-4%	?
CCC1(c2ccc(F)cc2)NC(=O)N(CC(=O)Nc2ccc(-c3nc4ccc(C)cc4s3)cc2)C1=O (centres undefined)
 : 3%	9%	0%	-5%	9%	47%[activator]	10%	-11%	-16%
C=CCNC(=O)C(=O)c1c(-c2ccccc2)[nH]c2ccccc12
 : -1%	26%	-11%	-1%	-22%	-8%	4%[57.1 µM]	46%&23%[activator]	-14%
Cc1cccc(-c2nnc(SCC#N)n2C)c1
 : 11%	63%[activator]	-9%	-8%	-8%[11.4 µM]	2%	12%	5%	-10%
O=C(CSc1nnc(Cn2c(=O)sc3ccccc32)n1CCc1ccccc1)N1CCCC1
 : -10%	58%[activator]	-16%	-4%	-4%	-6%	17%[57.1 µM]	?	-11%
CC1Sc2ccc(C(=O)Nc3ccccc3OC(F)F)cc2NC1=O (centres undefined)
 : 1%	20%	-1%	2%	-12%	0%	16%	-21%	-3%
COc1ccc(CSc2nc(N3CCOCC3)c3c(c2C#N)CC(C)(C)OC3)cc1
 : 3%	20%	0%	20%	21%	5%	19%[57.1 µM]	-4%	2%
COc1cccc(NC(=S)NNC(=O)C(C)n2nc(C)c([N+](=O)[O-])c2C)c1 (centres undefined)
 : 21%	19%	-3%	13%	-15%	-9%	?	-8%	-6%
COc1ccc(CCC(=O)NCCOc2ccc(Cl)cc2)cc1
 : -11%	25%	14%	2%	2%	-1%	9%[57.1 µM]	?	4%
C/C(CCc1ccc2c(c1)OCO2)=N\N=C(/N)SC1CC(=O)N(c2ccccc2F)C1=O (centres undefined)
 : 8%	24%	-1%	2%	1%	-10%	6%[57.1 µM]	-3%	-10%
COc1ccc(C2C(=O)N(C3CCCCC3)CC(=O)N2CCc2ccccc2)cc1OC (centres undefined)
 : 1%	20%	1%	0%	11%	0%	14%	-12%	-7%
COc1ccc(CN(CC(=O)NCc2ccccc2)C(=O)CCC(=O)Nc2ccccn2)cc1
 : 5%	16%	-13%	i	-3%	1%	23%	22%	1%
COCCn1c(=O)[nH]c2cc(C(=O)NC3CCCCCC3)ccc2c1=O
 : 1%	40%[activator]	-6%	-5%	17%	0%	16%	?	-14%
COc1ccc(C2=C(N)c3ccccc3C2=O)cc1
 : 0%	6%	.	i[11.5 µM]	-8%	-1%	15%	-8%	-17%
COc1cccc(OCCSc2nc3ccccc3n2CC(=O)N2CCCCC2)c1
 : 2%	16%	-1%	-3%	0%	11%	10%	1%	-15%
CC1CCCN(c2ccc([N+](=O)[O-])s2)C1 (centres undefined)
 : -5%	-21%	0%	-8%	-33%	?	-18%	?	-29%
Cc1cccc(C)c1NC(=O)CC1SC2=NCCN2C1=O (centres undefined)
 : -2%	70%[activator]	-11%	-4%	-16%	-10%	-15%	?	-1%
Cc1c(C=O)c2ccccc2n1CC(=O)NC(C)c1ccccc1 (centres undefined)
 : -4%	-15%	-2%	-8%	-7%	8%	3%[57.1 µM]	-4%	-3%
Cc1ccc(NC(=O)c2cc(-c3cccs3)nc3ccccc23)c(C)c1
 : -2%	39%	-10%	-12%	-6%	?	10%	-28%	-3%
CCCn1c(=O)[nH]c(=O)c2c1nc(-c1ccc(OC(F)(F)C(F)C(F)(F)F)cc1)n2CCOC (centres undefined)
 : 2%	53%[activator]	-16%	-5%	-32%	6%	26%[57.1 µM]	3%	-5%

Second line of a record: GLS inhibitor	HP1b chromo inh	ERG-DNA inh	PGK inhibitor	RGS4 inhibitor	Pin1 inh	TrxR1 inh	12-LOX inh	JMJD2A Tudor inh
COc1ccccc1CN1COc2ccc3c(C)cc(=O)oc3c2C1
 : 6%	30%	1%	3%	-8%	1%	?	-17%	-2%
Cc1ccc(NC(=O)c2c(C)nc3sc(C(=O)Nc4ccc(F)cc4)c(N)c3c2-c2ccc(Cl)cc2)c(C)c1
 : -3%	40%[activator]	1%	-2%	0%	33%[activator]	39%[activator]	?	-5%
COc1ccc(-c2noc(CSc3nc(-c4ccccc4)cc(=O)[nH]3)n2)cc1OC
 : ?	26%	-16%	-14%	?	53%[activator]	7%	0%	?
CCc1ccc2nc(SCC(=O)Nc3ccccc3N3CCOCC3)c(C#N)cc2c1
 : 0%	15%	1%	-2%	16%	?	13%	-15%	-7%
Cc1ccc(C)c(NC(=O)COC(=O)CCNC(=O)c2ccco2)c1
 : 0%	44%[activator]	-2%	-8%	-5%	-8%	12%	0%	-12%
COc1ccc(CNC(=O)CC2C(=O)NCCN2CC(C)(C)C)c(OC)c1 (centres undefined)
 : -11%	43%[activator]	0%	-3%	-18%	1%	?	4%	-19%
Cc1ccccc1CSCC(=O)NCCSc1ccccn1
 : -6%	3%	5%	-2%	-28%	0%	22%[57.1 µM]	-3%	-20%
CCC(=O)NCCc1nc2cc(NC(=O)c3ccccc3OC)ccc2n1C
 : -3%	57%[activator]	.	.	-15%	-2%	12%	18%	-9%
N#Cc1ccccc1NC(=O)c1cc(=O)c2ccccc2o1
 : 6%	15%	-16%	-16%	-18%	4%	8%[57.1 µM]	27%	-10%
C=CCN=Cc1c(C)[nH]n(-c2ccccc2)c1=O
 : -3%	-3%	33%[activator]	-7%	-7%	-4%	-13%	-3%	-1%
CCOCc1c(C(=O)N2CCN(CC(=O)Nc3ccc(F)cc3)CC2)oc2ccccc12
 : 4%	27%	2%	10%	-11%	2%	-2%	3%	-9%
COc1ccc(N2CCN(C(=O)COC(=O)c3ccc(OC(F)F)cc3)CC2)cc1
 : 12%	30%	2%	3%	13%	2%	13%	26%	-11%
O=C(Nc1nnc(-c2ccco2)s1)C1CC1
 : 8%	31%	0%	-2%	6%	?	?	-30%	?
N#CC1=C(c2ccc(-c3ccccc3)cc2)COC1=O
 : 1%	-22%	9%	-2%	?	11%	44%[activator][57.1 µM]	50µM*	-15%[11.4 µM]
CCOC(=O)c1c(C)[n+]([O-])c2ccc3c(non3O)c12
 : 11%	36%	-3%	-4%	5%	0%	8%	-12%	-34%
COc1ccc(Cn2ccnc2SCC(=O)Nc2cc(C(F)(F)F)ccc2Cl)cc1
 : -7%	?	-2%	-9%	-24%	18%	24%[57.1 µM]	-10%	-34%
Nc1cc(=O)nc(SCC(=O)Nc2ccc(F)cc2)n1-c1cccc(Cl)c1
 : -1%	48%[activator]	13%	-10%	-8%	8%	26%	-1%	-13%
CCc1ccc(/C(C)=N/NC(=O)c2c[nH]c3ccccc23)s1
 : 12%	20%	1%	-8%	30%	?	23%	i	-18%
COc1cccc(C2CC(c3cccs3)=NN2C(=S)Nc2ccccc2)c1OC (centres undefined)
 : 3%	18%	0%	0%	-23%	46%[activator]	-3%	0%	-15%
CC(NC(=O)C1CCCN(S(=O)(=O)N2CCOCC2)C1)c1ccccc1 (centres undefined)
 : 5%	25%	-4%	3%	19%	3%	6%	1%	-7%
O=C(CCS(=O)(=O)Cc1ccccc1)Nc1ncc([N+](=O)[O-])s1
 : -1%	55%[activator]	18%	2%	-11%	-10%	?	436%[activator]	-3%

Among those listed so far, these have a thiophene ring, fused or not.
Second line of a record: GLS inhibitor	HP1b chromo inh	ERG-DNA inh	PGK inhibitor	RGS4 inhibitor	Pin1 inh	TrxR1 inh	12-LOX inh	JMJD2A Tudor inh
CC1CCCN(c2ccc([N+](=O)[O-])s2)C1 (centres undefined)
 : -5%	-21%	0%	-8%	-33%	?	-18%	?	-29%
Cc1ccc(NC(=O)c2cc(-c3cccs3)nc3ccccc23)c(C)c1
 : -2%	39%	-10%	-12%	-6%	?	10%	-28%	-3%
Cc1ccc(NC(=O)c2c(C)nc3sc(C(=O)Nc4ccc(F)cc4)c(N)c3c2-c2ccc(Cl)cc2)c(C)c1
 : -3%	40%[activator]	1%	-2%	0%	33%[activator]	39%[activator]	?	-5%
CCc1ccc(/C(C)=N/NC(=O)c2c[nH]c3ccccc23)s1
 : 12%	20%	1%	-8%	30%	?	23%	i	-18%
COc1cccc(C2CC(c3cccs3)=NN2C(=S)Nc2ccccc2)c1OC (centres undefined)
 : 3%	18%	0%	0%	-23%	46%[activator]	-3%	0%	-15%

Part of the list above in another layout:
Molecule | GLS inhibitor | HP1b chromo inh | ERG-DNA inh | PGK inhibitor | RGS4 inhibitor | Pin1 inh | TrxR1 inh | 12-LOX inh | JMJD2A Tudor inh
Cc1ccc(C)c(NC(=O)COC(=O)CCNC(=O)c2ccco2)c1 | 0% | 44%[activator] | -2% | -8% | -5% | -8% | 12% | 0% | -12%
COc1ccc(CNC(=O)CC2C(=O)NCCN2CC(C)(C)C)c(OC)c1 (centres undefined) | -11% | 43%[activator] | 0% | -3% | -18% | 1% | ? | 4% | -19%

From PubChem
